# TROY NFkB inh – blocks TROY-dependent signaling in reporter cells | Q293 LMP1-TROYcd NF-kB luciferase reporter, 4 h | inhibition, % at 10 µM | 360,000 compounds, 0.98% hits | AID 1347056;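 active = compounds whose plate-normalised and pattern-corrected inhibition of the luciferase reporter signal at the single screening dose is 50% or more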
# NCOA1 inh – human NCOA1 inhibition | Q15788 | inhibition, % at 3.6 µM | HEK293 GAL4-SRC1 luciferase reporter, luminescence | 360,000 compounds, 0.12% hits;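 active = inhibition above the campaign mean plus 3 SD, with each screening campaign given its own cutoff, cut at about 60% in these data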;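 also: 0% = DMSO treated cells and 100% = gossypol at 36 µM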
# SRC3 inh – human NCOA3 inhibition | 360,000 compounds, 0.17% hits | inhibition, % at 3.6 µM | AID 588352 | Q9Y6Q9 | HEK293 GAL4-SRC3 luciferase reporter, luminescence;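 active = inhibition above a per-campaign cutoff, the mean of all compounds plus 3 SD, cut at about 60% in these data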;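 also: 0% = DMSO-treated cells and 100% = gossypol-treated cells at 36 µM; higher means less SRC3-driven luciferase light from the GAL4 reporter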
# C8 TRAIL sens – caspase-8 TRAIL sensitization. inhibition (viability loss, TRAIL sensitization), % at 10 µM. AID 624354. 360,000 compounds, 1% hits. NB7+C8 cells + TRAIL, ATPlite viability luminescence;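 active = compounds causing at least 50% loss of cell viability in the single-dose screen, relative to plate controls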
# EBV LMP1 NFkB – inhibitors of Epstein-Barr LMP1-induced NF-kappaB reporter. inhibition, % at 12.5 µM. 350,000 compounds, 0.69% hits. LMP1-induced NF-kappaB luciferase reporter cells, luminescence; in the data active = inhibition above about 41%;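 also: 0% = neutral control wells and 100% = reference inhibitor control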
# NR5A2 inv ag – inverse agonists of human LRH-1 (NR5A2). O00482. HEK293T StAR-luciferase reporter, LRH-1 transfected, 24 h. inhibition, % at 3.6 µM. 360,000 compounds, 0.13% hits;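 active = inhibition above the mean inhibition of all tested compounds plus 3 SD, cut at about 73% in these data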;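 also: 0% = DMSO wells and 100% = reporter-only cells lacking LRH-1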
# Target sequence (O00482 whole entry, looked up): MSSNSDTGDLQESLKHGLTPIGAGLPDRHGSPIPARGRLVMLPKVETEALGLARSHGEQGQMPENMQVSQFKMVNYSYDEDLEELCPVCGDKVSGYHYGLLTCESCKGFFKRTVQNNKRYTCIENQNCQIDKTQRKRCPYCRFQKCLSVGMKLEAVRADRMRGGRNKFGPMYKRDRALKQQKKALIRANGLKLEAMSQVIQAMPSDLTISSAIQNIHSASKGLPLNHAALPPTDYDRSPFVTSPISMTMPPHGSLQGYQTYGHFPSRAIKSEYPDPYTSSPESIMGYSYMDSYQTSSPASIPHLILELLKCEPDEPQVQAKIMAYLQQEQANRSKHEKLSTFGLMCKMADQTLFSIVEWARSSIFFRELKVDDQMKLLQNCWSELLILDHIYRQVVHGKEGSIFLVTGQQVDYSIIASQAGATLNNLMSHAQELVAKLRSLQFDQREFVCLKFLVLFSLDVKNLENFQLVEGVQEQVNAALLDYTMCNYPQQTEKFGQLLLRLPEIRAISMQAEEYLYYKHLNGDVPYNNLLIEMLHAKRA
# TWEAK Fn14 block – inhibitors of TWEAK-Fn14 interaction signaling; TWEAK-stimulated Fn14 reporter cells, luciferase luminescence, 8 h; inhibition, % at 10 µM; 360,000 compounds, 2% hits; in the data active = inhibition above about 50%
# SRC2 inh – inhibits human steroid receptor coactivator 2; Q15596; HEK293 GAL4-SRC2 luciferase reporter, luminescence; inhibition, % at 9 µM; 370,000 compounds, 0.17% hits;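 active = inhibition above the mean inhibition of all tested compounds plus 3 SD, set per campaign, cut at about 52% in these data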;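 also: 0% = DMSO treated cells and 100% = cells given Gossypol at 36 µM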
# TLR9-MyD88 inh – TLR9-MyD88 interaction inhibition; inhibition, % at 4.98 µM; 340,000 compounds, 0.21% hits; AID 504734; Q9NR96+Q99836; CHO BLA complementation TLR9-MyD88, CCF4 FRET ratio;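 active = inhibition above the mean over all tested compounds plus 3 SD, cut at about 21% in these data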;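 also: 0% = DMSO only wells and 100% = clavulanate BLA inhibitor control wells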
# NOD2 RIPK2 PPI – inhibitors of human NOD2-RIPK2 interaction. O43353. CHO BLA complementation NOD2-RIPK2, CCF4 ratio. inhibition, % at 4.98 µM. 360,000 compounds, 0.38% hits. AID 624267; in the data active = inhibition above about 21%;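 also: 0% = vehicle only and 100% = reference blocker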
# COUP-TFII inh – NR2F2 (human) inhibition, primary screen | P24468 | HEK293T NGFI-A luciferase reporter, luminescence | inhibition, % at 8.6 µM | 370,000 compounds, 0.7% hits | AID 686940;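 active = inhibition above a per-plate cutoff, mean inhibition of test wells between control levels plus 3 SD, cut at about 38% in these data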;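 also: cells cotransfected with COUP-TFII expression vector driving the NGFI-A reporter; 0% = median of COUP-TF2 test wells and 100% = reporter-only cells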
# Target sequence (P24468 whole entry, looked up): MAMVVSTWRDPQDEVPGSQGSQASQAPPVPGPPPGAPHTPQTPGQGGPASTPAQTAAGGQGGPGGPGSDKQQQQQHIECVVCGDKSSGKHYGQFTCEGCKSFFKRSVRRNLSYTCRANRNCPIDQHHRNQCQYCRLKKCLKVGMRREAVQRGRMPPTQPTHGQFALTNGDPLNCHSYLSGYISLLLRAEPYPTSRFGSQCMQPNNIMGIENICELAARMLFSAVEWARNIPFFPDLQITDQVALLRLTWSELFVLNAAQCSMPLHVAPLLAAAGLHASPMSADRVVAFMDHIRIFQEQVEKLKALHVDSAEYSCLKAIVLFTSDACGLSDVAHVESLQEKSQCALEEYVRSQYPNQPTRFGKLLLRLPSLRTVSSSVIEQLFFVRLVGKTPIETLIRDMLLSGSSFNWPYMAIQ
# * hit, by the source's call; · = no result given. A portion of the library, so the mix of outcomes need not match the whole.
no.	SMILES	SRC3 inh	NCOA1 inh	NR5A2 inv ag	TLR9-MyD88 inh	TROY NFkB inh	COUP-TFII inh	EBV LMP1 NFkB	SRC2 inh	NOD2 RIPK2 PPI	C8 TRAIL sens	TWEAK Fn14 block
1	O=C(CN1CCOCC1)c1c[nH]c2ccccc12	-10	3	-25	3	-1	-5	-7	-6	-13	-6	8
2	CCN(Cc1ccncc1)C(=O)c1cc(Br)cc(Br)c1O	3	0	2	-5	18	-3	2	3	-4	-1	19
3	CCCNC(=O)CN1C(=O)c2ccccc2Sc2ncccc21	10	12	7	-4	-9	14	0	-10	-26	-1	3
4	COc1ccc(/C=N/NC(=O)CNC(=O)c2ccc(S(=O)(=O)N3CCCC3)cc2)c(OC)c1	2	-4	-8	-18	5	15	-3	-3	-4	-12	-7
5	CCOC(=O)C1=C(c2ccccc2)NC(=O)NC1c1cccc(OC)c1OC (stereo not drawn)	17	7	7	3	6	-13	4	-5	2	1	-3
6	O=C(CCc1nc2ccccc2[nH]1)N1CCN(C(=O)c2ccco2)CC1	-4	-11	-17	-8	13	9	0	-31	4	-11	5
7	C[C@H](CO)N1C[C@H](C)[C@@H](CN(C)Cc2ccccc2F)Oc2ncc(Br)cc2C1=O	-3	5	18	-7	-8	11	5	-6	0	13	-9
8	Cc1ccc(NC(=O)Cn2nc(C(=O)O)c3ccccc3c2=O)cc1S(=O)(=O)N1CCCCCC1	-7	-9	-1	-11	42	-13	2	-11	1	-12	16
9	Cn1c(CN2CCCC2)nc2cc(NC(=O)c3cccs3)ccc21	-21	-37	-13	-3	-22	-15	-9	-17	-15	-2	-37
10	Cc1ccccc1Nc1nc(Cl)nc(NC(C)(C)C)n1	-5	0	-18	2	16	15	-2	3	10	20	46

# Two entries from above, as labelled records:
8	Cc1ccc(NC(=O)Cn2nc(C(=O)O)c3ccccc3c2=O)cc1S(=O)(=O)N1CCCCCC1
  SRC3 inh = -7 | NCOA1 inh = -9 | NR5A2 inv ag = -1 | TLR9-MyD88 inh = -11 | TROY NFkB inh = 42 | COUP-TFII inh = -13 | EBV LMP1 NFkB = 2 | SRC2 inh = -11 | NOD2 RIPK2 PPI = 1 | C8 TRAIL sens = -12 | TWEAK Fn14 block = 16
1	O=C(CN1CCOCC1)c1c[nH]c2ccccc12
  SRC3 inh = -10 | NCOA1 inh = 3 | NR5A2 inv ag = -25 | TLR9-MyD88 inh = 3 | TROY NFkB inh = -1 | COUP-TFII inh = -5 | EBV LMP1 NFkB = -7 | SRC2 inh = -6 | NOD2 RIPK2 PPI = -13 | C8 TRAIL sens = -6 | TWEAK Fn14 block = 8

# (list continues)
no.	SMILES	SRC3 inh	NCOA1 inh	NR5A2 inv ag	TLR9-MyD88 inh	TROY NFkB inh	COUP-TFII inh	EBV LMP1 NFkB	SRC2 inh	NOD2 RIPK2 PPI	C8 TRAIL sens	TWEAK Fn14 block
11	CC(CCc1ccccc1)OS(N)(=O)=O (stereo not drawn)	-14	0	-9	-3	-5	13	0	0	-6	-20	19
12	COc1ccc(-c2cc(C(=O)NCc3ccco3)c3ccccc3n2)cc1OC	-8	-33	-4	1	6	16	4	-4	-13	15	13
13	Cc1ccc(Cl)c2c1NC(=O)C2(O)CC(=O)c1ccc(F)cc1 (stereo not drawn)	15	-6	0	-3	3	12	-6	0	-1	15	22
14	O=C(Cc1ccc(Br)cc1)Nc1cccc(Cl)c1	-4	-27	14	·	-34	5	2	0	-8	-7	-18
15	O=C(NCc1ccco1)c1ccc(Cn2c(=O)c3ccccc3n(Cc3cccc(Cl)c3)c2=O)cc1	7	-9	11	-4	4	8	-25	-13	-4	3	11
16	COc1cc(C(=O)NCc2nnc(SCC(=O)Nc3nccs3)o2)cc(OC)c1OC	-8	6	14	4	-2	-25	-2	-6	6	-19	9
17	O=C(c1ccc([N+](=O)[O-])cc1)N(c1ccccn1)c1ccccn1	3	1	-4	1	-15	7	6	7	0	-20	10
18	O=C(NCc1ccco1)c1ccc2c(=O)n(-c3ccccc3)c(=O)n(Cc3cccc(F)c3)c2c1	-1	-15	-1	6	4	-22	2	-10	3	-3	4
19	CCCC(=O)Nc1cc(-c2nn(C)c(=O)c3ccccc23)ccc1N1CCCCC1	32	9	23	1	5	-14	0	-21	-11	-5	8
20	C#CCCOC(=O)N1C2=NC(C(=O)OC)=C(C(=O)OC)[C@@H]3N(Cc4ccccc4)c4ccccc4[C@]23C[C@H]1C(=O)OC	8	-10	8	8	-5	·	1	·	-4	8	-10
21	Cc1n[nH]c(C)c1CCCCOc1ccccc1[N+](=O)[O-]	4	-5	-12	-3	19	-8	7	3	-6	11	11
22	OCC[C@@H]1C[C@H](O)[C@@H](O)[C@]2(OCc3ccccc32)O1	5	-4	6	-1	0	10	-2	-31	1	-4	-12
23	CC1CN(C(=O)COC(=O)CSc2ccc(C(N)=O)cc2[N+](=O)[O-])CC(C)O1 (stereo not drawn)	-9	15	-11	-9	1	0	5	19	-7	1	-10
24	Cc1nn(C)cc1/C=N/NC(=O)Cn1nnc(N)n1	19	6	2	4	8	-5	-7	2	2	-4	-10
25	CCc1ccc(S(=O)(=O)Nc2cc(SCC(=O)O)c(O)c3ccccc23)cc1	-6	13	-7	-3	60*	3	3	-13	-24	-13	83*
26	O=C(Nc1ccc(Oc2ccccc2)cc1)N[C@@H](Cc1ccccc1)C(=O)O	4	8	11	0	4	-16	19	-2	-17	-3	13
27	CCOC(=O)CNC(=O)Cn1cnc2sc(C)c(S(=O)(=O)N3CCOCC3)c2c1=O	-12	2	5	-1	-1	-16	3	15	5	36	4
28	CC(Nc1ccccc1)C(=O)Nc1ccc(F)cc1 (stereo not drawn)	10	-22	-16	-11	-49	1	8	-12	-6	-15	6
29	Cc1nc(-c2ccccc2)ccc1C(=O)O	6	11	2	2	2	-15	-3	-7	-2	-22	1
30	COc1cc(C(=O)NCCSc2ccc(Cl)cc2)cc(OC)c1OC	7	21	2	4	-3	5	5	12	-8	-11	-10

# Grouped by structure: the entries above with fluorine.
no.	SMILES	SRC3 inh	NCOA1 inh	NR5A2 inv ag	TLR9-MyD88 inh	TROY NFkB inh	COUP-TFII inh	EBV LMP1 NFkB	SRC2 inh	NOD2 RIPK2 PPI	C8 TRAIL sens	TWEAK Fn14 block
7	C[C@H](CO)N1C[C@H](C)[C@@H](CN(C)Cc2ccccc2F)Oc2ncc(Br)cc2C1=O	-3	5	18	-7	-8	11	5	-6	0	13	-9
13	Cc1ccc(Cl)c2c1NC(=O)C2(O)CC(=O)c1ccc(F)cc1 (stereo not drawn)	15	-6	0	-3	3	12	-6	0	-1	15	22
18	O=C(NCc1ccco1)c1ccc2c(=O)n(-c3ccccc3)c(=O)n(Cc3cccc(F)c3)c2c1	-1	-15	-1	6	4	-22	2	-10	3	-3	4
28	CC(Nc1ccccc1)C(=O)Nc1ccc(F)cc1 (stereo not drawn)	10	-22	-16	-11	-49	1	8	-12	-6	-15	6

# The list goes on:
no.	SMILES	SRC3 inh	NCOA1 inh	NR5A2 inv ag	TLR9-MyD88 inh	TROY NFkB inh	COUP-TFII inh	EBV LMP1 NFkB	SRC2 inh	NOD2 RIPK2 PPI	C8 TRAIL sens	TWEAK Fn14 block
31	Cc1ccc(C)c(NC(=O)CCC(=O)N/N=C/c2ccc[nH]2)c1	-24	11	15	0	-39	-7	-2	-8	-4	29	-2
32	O=CNc1ccc(S(=O)(=O)NCc2ccccc2)cc1	23	9	6	2	-1	9	0	11	6	3	3
33	CCc1ccccc1OCC(=O)Nc1nc(-c2cccnc2)cs1	-1	5	-9	-4	61*	7	10	-19	-7	14	-39
34	O=C(Cc1ccccc1)c1ccc(N2CCOCC2)cc1	-62	-66	-93	-8	-26	-30	-12	-24	1	-16	-27
35	CC(C)CCNC(=O)CN(C)S(=O)(=O)c1cccc2nsnc12	0	-3	-2	-18	9	6	-3	-7	-1	-18	-5
36	COc1ccc(C2c3ccc(O)cc3Oc3ncn(CCN4CCOCC4)c(=N)c32)cc1 (stereo not drawn)	-24	9	20	0	20	-21	10	0	-11	6	-13
37	CCC(=O)NCCc1nc2cc(NC(=O)c3ccco3)ccc2n1C	-54	-33	-53	-4	-32	-38	1	-38	-5	17	18
38	Cc1ccc2c(COC(=O)C3CSC4(C)CCC(=O)N34)cc(=O)oc2c1C (stereo not drawn)	19	19	10	-2	-38	3	1	15	-9	-6	-18
39	O=c1c2cc(NC(=S)NC3CCCC3)ccc2nc2n1CCCCC2	3	-20	-9	2	-22	-13	6	-4	3	-12	-14
40	O=C(NCCCN1CCOCC1)c1ccc2nc(Cc3ccccc3F)oc2c1	-32	6	9	-4	-2	-17	-6	-36	-4	15	-35

# A stretch from the list above, as a working copy:
no.	SMILES	SRC3 inh	NCOA1 inh	NR5A2 inv ag	TLR9-MyD88 inh	TROY NFkB inh	COUP-TFII inh	EBV LMP1 NFkB	SRC2 inh	NOD2 RIPK2 PPI	C8 TRAIL sens	TWEAK Fn14 block
31	Cc1ccc(C)c(NC(=O)CCC(=O)N/N=C/c2ccc[nH]2)c1	-24	11	15	0	-39	-7	-2	-8	-4	29	-2
32	O=CNc1ccc(S(=O)(=O)NCc2ccccc2)cc1	23	9	6	2	-1	9	0	11	6	3	3
33	CCc1ccccc1OCC(=O)Nc1nc(-c2cccnc2)cs1	-1	5	-9	-4	61*	7	10	-19	-7	14	-39
34	O=C(Cc1ccccc1)c1ccc(N2CCOCC2)cc1	-62	-66	-93	-8	-26	-30	-12	-24	1	-16	-27
35	CC(C)CCNC(=O)CN(C)S(=O)(=O)c1cccc2nsnc12	0	-3	-2	-18	9	6	-3	-7	-1	-18	-5

# Remaining list, next part:
no.	SMILES	SRC3 inh	NCOA1 inh	NR5A2 inv ag	TLR9-MyD88 inh	TROY NFkB inh	COUP-TFII inh	EBV LMP1 NFkB	SRC2 inh	NOD2 RIPK2 PPI	C8 TRAIL sens	TWEAK Fn14 block
41	Cc1ccc(S(=O)(=O)/N=C(\N)Nc2nc(C)c3cc(C)ccc3n2)cc1	-23	-11	-26	-8	-33	-3	6	-21	4	1	-17
42	COc1ccc2ccn(C)c2c1	-11	-23	24	5	1	3	-5	-15	-5	-5	6
43	COc1ccc(-n2ncc3c2CC(C)(C)CC3NC(=O)c2ccc(OC)o2)cc1 (stereo not drawn)	-45	1	-13	-10	-3	-27	0	-6	-16	6	5
44	CCCCC1Cc2[nH]c(=S)[nH]c(=O)c2C(c2ccc3ccccc3c2)O1 (stereo not drawn)	·	·	-20	·	2	-16	·	-23	-24	6	-10
45	O=C1c2cccnc2Oc2ccc(Cl)cc2N1Cc1ccc(F)cc1	15	-5	-10	7	10	2	-3	5	-3	-3	10

# Screening results from PubChem BioAssay.
